# TcdB GH inh: TcdB glycohydrolase inhibition; TcdB glycohydrolase enzymatic assay, plate reader; 350,000 compounds, 0.24% hits; inhibition, % at 9.99 µM; in the data active means inhibition above about 10%
# * hit, by the source's call; & = joins results of further samples. A portion of the library (hit frequency here may not be typical).
no.	SMILES	TcdB GH inh
1	CO[C@@H]1CN(C)C(=O)c2cc(NC(=O)C3CCOCC3)ccc2OC[C@@H](C)N(CC2CC2)C[C@@H]1C	-1.4
2	CCCC#Cc1cnc2c(c1)C(=O)N([C@H](C)CO)C[C@H](C)[C@@H](CN(C)C(=O)Cc1ccncc1)O2	0.5
3	Cc1ccc(S(=O)(=O)N[C@@H]2C=C[C@H](CC(=O)N3CCN(c4ccccc4)CC3)O[C@H]2CO)cc1	-1.4
4	C[C@@H]1CN([C@@H](C)CO)C(=O)Cc2cc(NC(=O)Nc3ccc4c(c3)OCO4)ccc2O[C@H]1CN(C)C(=O)Nc1ccc2c(c1)OCO2	-1.2
5	Cc1noc(C)c1NC(=O)N(C)C[C@H]1Oc2c(NS(=O)(=O)c3cn(C)cn3)cccc2C(=O)N([C@H](C)CO)C[C@H]1C	-0.2
6	CN(C)CC(=O)N1CCCCN2[C@H](CO)[C@@H](c3ccc(/C=C/c4ccccc4)cc3)[C@@H]2C1	0.5
7	COC(=O)[C@H]1[C@H](CO)[C@H]2Cn3c(ccc(/C=C/c4ccccc4)c3=O)[C@@H]1N2Cc1ccccc1F	1.0
8	O=C(O)C[C@H]1CC[C@@H](NC(=O)c2ccccc2F)[C@H](CO)O1	-7.5
9	CO[C@H]1CN(C)C(=O)c2cc(NC(C)=O)ccc2OC[C@H](C)N(Cc2cccc(F)c2)C[C@@H]1C	-0.1
10	CCCNC(=O)N1CC2(CCN(C(=O)CN(C)C)CC2)c2c(n(C)c3cc(OC)ccc23)[C@@H]1CO	0.8
11	CCC(=O)N[C@H]1CC[C@H](CCn2cc(-c3cccc(OC)c3)nn2)O[C@@H]1CO	-0.1
12	O=C1CS(=O)(=O)C(c2ccccc2)N1c1ccc(-c2ccccc2)cc1 (stereo unspecified)	-1.2
13	CC(=O)N1CC2(C1)[C@@H](c1ccc(-c3ccc(F)cc3)cc1)[C@@H](CO)N2CC1CC1	-0.2
14	C[C@H](CO)N1C[C@H](C)[C@H](CN(C)CC2CCCCC2)Oc2ccc(NC(=O)c3ccncc3)cc2C1=O	-0.1
15	C[C@@H]1CN([C@H](C)CO)C(=O)c2cc(C#Cc3ccccc3)cnc2O[C@H]1CN(C)C(=O)CN(C)C	-0.5
16	COC(=O)C[C@@H]1CC[C@@H]2[C@@H](COc3ccc(NC(=O)c4cc(C)on4)cc3C(=O)N2C)O1	-0.2
17	O=C(C[C@H]1CC[C@@H]2[C@H](COC[C@H](O)CN2C(=O)Nc2ccccc2)O1)NCc1ccccc1F	0.1
18	COc1ccc(NC(=O)Nc2cccc3c2O[C@@H](CN(C)Cc2ccc4c(c2)OCO4)[C@@H](C)CN([C@@H](C)CO)C3=O)cc1	-3.2
19	COc1ccc(CN(C)C[C@@H]2OCCCC[C@@H](C)Oc3ccc(NC(=O)Nc4cccc5ccccc45)cc3C(=O)N([C@H](C)CO)C[C@H]2C)cc1	-0.1
20	COCCNC(=O)[C@H]1[C@H](CO)[C@H]2Cn3c(cccc3=O)[C@@H]1N2Cc1cc(F)ccc1F	-0.7
21	COc1ccc(-c2cn(CC[C@@H]3CC[C@H](NC(=O)CCN4CCCCC4)[C@H](CO)O3)nn2)cc1	-0.5
22	CCCNC(=O)C[C@@H]1CC[C@H]2[C@H](COc3ccc(NC(=O)c4cccc(C(F)(F)F)c4)cc3C(=O)N2C)O1	-1.0
23	CCC(=O)N1CC2(CCN(C(=O)CN3CCOCC3)CC2)c2c([nH]c3cc(OC)ccc23)[C@H]1CO	0.2
24	COc1ccc(CN(C)C[C@H]2OCCCC[C@H](C)Oc3ccc(NC(=O)NC4CCCCC4)cc3C(=O)N([C@@H](C)CO)C[C@H]2C)cc1	1.0
25	CNC[C@H]1Oc2ccc(NC(=O)Cc3cn(C)c4ccccc34)cc2C(=O)N([C@@H](C)CO)C[C@H]1C	-0.7
26	COc1ccccc1-c1cnc2c(c1)C(=O)N([C@@H](C)CO)C[C@H](C)[C@H](CN(C)Cc1ccc(C(=O)O)cc1)O2	4.5
27	Cc1ccc(-c2ccc([C@H]3[C@H](CO)N4CCCCN(C(=O)c5ccncc5)C[C@@H]34)cc2)cc1	0.3
28	COC(=O)C[C@H]1CC[C@@H]2[C@@H](COc3ccc(NC(=O)c4ccc(F)c(F)c4)cc3C(=O)N2C)O1	5.6
29	CCC(=O)N(C)C[C@@H]1Oc2cc(C#Cc3ccccc3)ccc2S(=O)(=O)N([C@H](C)CO)C[C@H]1C	1.1
30	CO[C@H]1CN(C)C(=O)c2ccc(NC(=O)c3ccccc3)cc2OC[C@H](C)N(C)C[C@@H]1C	-0.7
31	COc1ccccc1NC(=O)N[C@H]1CC[C@H](CCNS(=O)(=O)c2ccc(F)cc2)O[C@@H]1CO	0.7
32	O=C(C[C@@H]1C[C@@H]2c3cc(NC(=O)NC4CCCCC4)ccc3O[C@@H]2[C@H](CO)O1)NCC(F)(F)F	-0.5
33	C[C@@H]1CN([C@H](C)CO)C(=O)c2cccc(NS(C)(=O)=O)c2O[C@@H]1CN(C)Cc1ccc2c(c1)OCO2	-0.7
34	COc1ccc(S(=O)(=O)Nc2ccc3c(c2)C(=O)N([C@@H](C)CO)C[C@H](C)[C@H](CN(C)C(=O)NC2CCCCC2)OCCCC[C@@H](C)O3)cc1	-0.6
35	C[C@H]1CN([C@@H](C)CO)C(=O)c2cccc(NC(=O)c3cnccn3)c2O[C@H]1CN(C)C(=O)Nc1ccc(F)cc1	-0.1
36	CN1C(=O)c2cc(NC(=O)Nc3ccccc3F)ccc2OC[C@@H]2O[C@H](CC(=O)NCCc3ccncc3)CC[C@@H]21	-0.1
37	CCS(=O)(=O)Nc1ccc2c(c1)C(=O)N(C)C[C@H](OC)[C@@H](C)CN(C(=O)c1ccc3c(c1)OCO3)[C@@H](C)CO2	-1.1
38	COc1ccc(CN(C)C[C@H]2Oc3ccc(NC(=O)Nc4ccc(F)cc4)cc3CC(=O)N([C@H](C)CO)C[C@H]2C)cc1	1.1
39	C[C@H](CO)N1C[C@H](C)[C@H](CN(C)C(=O)Nc2ccccc2F)Oc2cc(-c3ccccc3)ccc2S1(=O)=O	-0.8
40	C[C@@H]1CN([C@@H](C)CO)C(=O)c2cc(NC(=O)Nc3cccc4ccccc34)ccc2O[C@H]1CN(C)Cc1ccc(C(=O)Nc2ccccc2N)cc1	0.7
41	N#Cc1ccc(-c2ccc([C@H]3[C@H](CO)N4C(=O)CN(C(=O)C5CCCCC5)C[C@@H]34)cc2)cc1	0.7
42	CCC(=O)N[C@H]1C=C[C@@H](CC(=O)NCc2ccccc2F)O[C@@H]1CO	1.1
43	CC(C)NC(=O)NCC[C@H]1CC[C@@H](NS(=O)(=O)c2ccccc2)[C@@H](CO)O1	-0.1
44	C[C@H](CO)N1C[C@H](C)[C@H](CN(C)C(=O)Nc2ccc3c(c2)OCO3)Oc2ncc(-c3ccccc3)cc2C1=O	0.0&-0.2
45	C[C@H]1CN([C@@H](C)CO)C(=O)c2cccc(NC(=O)Nc3ccccc3)c2O[C@@H]1CN(C)S(=O)(=O)c1ccc(F)cc1	-1.9
46	CS(=O)(=O)Nc1ccc2c(c1)[C@H]1C[C@H](CC(=O)NC3CCCC3)O[C@H](CO)[C@H]1O2	-1.1
47	COc1ccc(CN(C)C[C@H]2Oc3ccc(NS(=O)(=O)c4ccc(C)cc4)cc3CC(=O)N([C@@H](C)CO)C[C@H]2C)cc1	-11
48	CCC(=O)Nc1ccc2c(c1)OC[C@H](C)N(Cc1ccccc1F)C[C@@H](C)[C@@H](OC)CN(C)C2=O	1.1
49	O=C(C[C@@H]1CC[C@@H]2[C@H](COC[C@@H](O)CN2C(=O)Cc2ccccc2)O1)NC1CCCC1	0.2
50	CS(=O)(=O)N1C[C@@H](O)COC[C@H]2O[C@H](CC(=O)NCCc3ccncc3)CC[C@@H]21	0.2

# Some of these compounds in order of formula weight, low to high:
no.	SMILES	TcdB GH inh
42	CCC(=O)N[C@H]1C=C[C@@H](CC(=O)NCc2ccccc2F)O[C@@H]1CO	1.1
43	CC(C)NC(=O)NCC[C@H]1CC[C@@H](NS(=O)(=O)c2ccccc2)[C@@H](CO)O1	-0.1
50	CS(=O)(=O)N1C[C@@H](O)COC[C@H]2O[C@H](CC(=O)NCCc3ccncc3)CC[C@@H]21	0.2
30	CO[C@H]1CN(C)C(=O)c2ccc(NC(=O)c3ccccc3)cc2OC[C@H](C)N(C)C[C@@H]1C	-0.7
41	N#Cc1ccc(-c2ccc([C@H]3[C@H](CO)N4C(=O)CN(C(=O)C5CCCCC5)C[C@@H]34)cc2)cc1	0.7
31	COc1ccccc1NC(=O)N[C@H]1CC[C@H](CCNS(=O)(=O)c2ccc(F)cc2)O[C@@H]1CO	0.7
44	C[C@H](CO)N1C[C@H](C)[C@H](CN(C)C(=O)Nc2ccc3c(c2)OCO3)Oc2ncc(-c3ccccc3)cc2C1=O	0.0&-0.2
35	C[C@H]1CN([C@@H](C)CO)C(=O)c2cccc(NC(=O)c3cnccn3)c2O[C@H]1CN(C)C(=O)Nc1ccc(F)cc1	-0.1
36	CN1C(=O)c2cc(NC(=O)Nc3ccccc3F)ccc2OC[C@@H]2O[C@H](CC(=O)NCCc3ccncc3)CC[C@@H]21	-0.1
38	COc1ccc(CN(C)C[C@H]2Oc3ccc(NC(=O)Nc4ccc(F)cc4)cc3CC(=O)N([C@H](C)CO)C[C@H]2C)cc1	1.1
40	C[C@@H]1CN([C@@H](C)CO)C(=O)c2cc(NC(=O)Nc3cccc4ccccc34)ccc2O[C@H]1CN(C)Cc1ccc(C(=O)Nc2ccccc2N)cc1	0.7

# Going on with the list.
no.	SMILES	TcdB GH inh
51	Cc1noc(C)c1NC(=O)Nc1ccc2c(c1)C(=O)N([C@@H](C)CO)C[C@@H](C)[C@H](CN(C)C(=O)Nc1ccc3c(c1)OCO3)OCCCC[C@@H](C)O2	-0.6
52	CCCc1cn(CC[C@H]2CC[C@@H](NC(=O)Nc3ccccc3F)[C@@H](CO)O2)nn1	0.0
53	C[C@@H]1CCCCO[C@@H](CN(C)CC2CC2)[C@H](C)CN([C@@H](C)CO)C(=O)c2cc(NS(=O)(=O)c3ccc(Cl)cc3)ccc2O1	0.9
54	C[C@@H]1CN([C@H](C)CO)C(=O)c2cc(NC(=O)Nc3ccc(F)cc3)ccc2O[C@@H]1CN(C)Cc1ccc(Oc2ccccc2)cc1	0.9
55	C[C@H]1CN([C@@H](C)CO)C(=O)c2cccc(NS(C)(=O)=O)c2O[C@@H]1CN(C)Cc1ccc(Oc2ccccc2)cc1	1.1
56	CCS(=O)(=O)Nc1ccc2c(c1)C(=O)N(C)[C@H]1CC[C@@H](CC(=O)NCCOC)O[C@H]1CO2	-0.3
57	COCC#Cc1ccc([C@@H]2[C@@H](C#N)N(C(=O)NC3CCCC3)[C@@H]2CO)cc1	-0.2
58	COc1ccc(-c2ccccc2[C@@H]2[C@@H](C#N)N(C(=O)NC3CCCC3)[C@H]2CO)cc1	0.4
59	C[C@H](CO)N1C[C@H](C)[C@@H](CN(C)S(C)(=O)=O)Oc2cc(C#Cc3ccc(F)cc3)ccc2S1(=O)=O	-1.1
60	CCCNC(=O)N1[C@H](C#N)[C@H](c2ccccc2C2=CCCC2)[C@@H]1CO	-2.1
61	COc1ccc(NC(=O)Nc2cccc3c2O[C@H](CN(C)Cc2ccc(C(F)(F)F)cc2)[C@H](C)CN([C@H](C)CO)C3=O)cc1	-0.7
62	C#Cc1ccc([C@H]2C=C(C(=O)Nc3ccccc3)O[C@@H](OCCCCO)C2)cc1	-0.8
63	COc1cccc(C(=O)Nc2ccc3c(c2)C(=O)N(C)C[C@H](OC)[C@H](C)CN(C(C)=O)[C@@H](C)CO3)c1	-0.2
64	C[C@H]1CN([C@@H](C)CO)C(=O)Cc2cc(NS(=O)(=O)c3ccc(Cl)cc3)ccc2O[C@@H]1CN(C)C(=O)Nc1ccccc1	-0.1
65	COc1ccc(NC(=O)Nc2ccc3c(c2)C(=O)N([C@H](C)CO)C[C@H](C)[C@@H](CN(C)C(=O)c2ccccc2)OCCCC[C@@H](C)O3)cc1	-1.6
66	C[C@H](CO)N1C[C@H](C)[C@H](CN(C)C(=O)Nc2ccccc2)Oc2ncc(-c3ccccc3)cc2C1=O	0.6&0.8
67	COc1ccccc1NC(=O)N[C@@H]1CC[C@H](CC(=O)NCc2ccc(Cl)c(Cl)c2)O[C@@H]1CO	-0.6
68	C[C@@H]1CCCCO[C@@H](CN(C)S(=O)(=O)c2cn(C)cn2)[C@@H](C)CN([C@H](C)CO)C(=O)c2cc(NS(=O)(=O)c3cn(C)cn3)ccc2O1	-22
69	O=C(C1CC1)N1CC(=O)N2[C@@H](CO)[C@H](c3ccc(Br)cc3)[C@@H]2C1	-0.5
70	CN1C(=O)c2cc(NC(=O)Nc3cccc(Cl)c3)ccc2OC[C@H]2O[C@H](CC(=O)NCCc3ccncc3)CC[C@@H]21	0.7
71	CO[C@@H]1CN(C)C(=O)c2ccc(NS(=O)(=O)c3ccccc3)cc2OC[C@@H](C)NC[C@@H]1C	-0.7
72	C[C@@H]1CN([C@H](C)CO)C(=O)Cc2cc(NC(=O)Cc3ccccc3)ccc2O[C@H]1CN(C)S(=O)(=O)c1ccccc1	-1.9
73	C[C@H]1CN([C@@H](C)CO)S(=O)(=O)c2ccc(C3=CCCCC3)cc2O[C@@H]1CN(C)S(C)(=O)=O	1.3
74	CO[C@@H]1CN(C)C(=O)c2ccc(NC(C)=O)cc2OC[C@@H](C)N(C(=O)c2ccccc2)C[C@@H]1C	-0.3
75	C[C@@H]1CCCCO[C@@H](CN(C)C(=O)Cc2ccccc2)[C@H](C)CN([C@@H](C)CO)C(=O)c2cc(NC(=O)Nc3cccc4ccccc34)ccc2O1	0.7

# Following part
nr	SMILES	TcdB GH inh
76	C[C@@H](O)C#Cc1ccc([C@@H]2[C@H](CO)N3CCCCN(C(=O)c4cccc(F)c4)C[C@@H]23)cc1	1.0
77	CCCC(=O)N1CCC2(CC1)CN[C@H](CO)c1[nH]c3cc(OC)ccc3c12	-0.6
78	O=C(C[C@@H]1C[C@H]2c3cc(NC(=O)C4CCOCC4)ccc3O[C@H]2[C@H](CO)O1)NCc1ccccc1F	-0.1
79	CN(C)C(=O)C[C@@H]1C[C@@H]2c3cc(NC(=O)NC4CCCCC4)ccc3O[C@@H]2[C@H](CO)O1	-0.8
80	COc1ccccc1-c1ccc2c(c1)O[C@H](CN(C)C(=O)c1ccncc1)[C@H](C)CN([C@@H](C)CO)S2(=O)=O	-0.3
81	C[C@H](CO)N1C[C@H](C)[C@@H](CN(C)Cc2ccc(C(=O)O)cc2)Oc2c(NC(=O)C3CCOCC3)cccc2C1=O	-2.2
82	C[C@@H]1CN([C@H](C)CO)C(=O)c2cc(NS(=O)(=O)c3ccc(Cl)cc3)ccc2O[C@@H](C)CCCCO[C@@H]1CN(C)C(=O)NC1CCCCC1	-0.1
